PPARg SRC-2 ag – agonists of PPARg-SRC-2 recruitment, primary screen, biochemical, HTS. Peroxisome proliferator-activated receptor gamma (Homo sapiens), P37231. AID 1032, 2008. PPARgamma LBD-SRC-2 recruitment. activation, % at 8 µM. actives 0.34% (n = 200,000); in the data active = activation above about 22%;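 note: 0% = vehicle and 100% = reference agonist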
bIAP act – bovine intestinal alkaline phosphatase activators, primary screen, biochemical, bovine IAP, CDP-star luminescence; alkaline phosphatase, intestinal [Bos taurus]; purified bovine IAP, 30 min; hits give high values; fold of DMSO-control signal, blank-subtracted; activation factor at 20 µM; actives 0.17% (n = 200,000); AID 1016, 2008;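 active = activation factor of 2 or more at 20 µM, a signal rise over negative controls twice the positive control's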
PPARg SRC-3 ag – PPARgamma agonists recruiting SRC-3 coactivator, primary screen, biochemical | Peroxisome proliferator-activated receptor gamma (Homo sapiens), P37231 | activation, % at 8 µM | biochemical PPARgamma/SRC-3 coactivator recruitment assay | actives 0.26% (n = 200,000) | AID 731, 2007; in the data active = activation above about 23%;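 note: 0% = DMSO and 100% = reference agonist; some compounds past the cut are filed as inactive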
TLR4 MyD88 comp – inhibitors of TLR4-MyD88 association in cells, primary screen, cell-based, HeLa CL3-4, BLA complementation, FRET ratio | inhibition, % at 8.4 µM | Toll-like receptor 4 (Homo sapiens) + Myeloid differentiation primary response protein … | actives 0.18% (n = 200,000) | HeLa CL3-4 TLR4/MyD88 BLA complementation | AID 861, 2007; in the data active = inhibition above about 25%;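 note: 0% = vehicle and 100% = reference inhibitor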
Target sequence (O00206 whole entry, looked up): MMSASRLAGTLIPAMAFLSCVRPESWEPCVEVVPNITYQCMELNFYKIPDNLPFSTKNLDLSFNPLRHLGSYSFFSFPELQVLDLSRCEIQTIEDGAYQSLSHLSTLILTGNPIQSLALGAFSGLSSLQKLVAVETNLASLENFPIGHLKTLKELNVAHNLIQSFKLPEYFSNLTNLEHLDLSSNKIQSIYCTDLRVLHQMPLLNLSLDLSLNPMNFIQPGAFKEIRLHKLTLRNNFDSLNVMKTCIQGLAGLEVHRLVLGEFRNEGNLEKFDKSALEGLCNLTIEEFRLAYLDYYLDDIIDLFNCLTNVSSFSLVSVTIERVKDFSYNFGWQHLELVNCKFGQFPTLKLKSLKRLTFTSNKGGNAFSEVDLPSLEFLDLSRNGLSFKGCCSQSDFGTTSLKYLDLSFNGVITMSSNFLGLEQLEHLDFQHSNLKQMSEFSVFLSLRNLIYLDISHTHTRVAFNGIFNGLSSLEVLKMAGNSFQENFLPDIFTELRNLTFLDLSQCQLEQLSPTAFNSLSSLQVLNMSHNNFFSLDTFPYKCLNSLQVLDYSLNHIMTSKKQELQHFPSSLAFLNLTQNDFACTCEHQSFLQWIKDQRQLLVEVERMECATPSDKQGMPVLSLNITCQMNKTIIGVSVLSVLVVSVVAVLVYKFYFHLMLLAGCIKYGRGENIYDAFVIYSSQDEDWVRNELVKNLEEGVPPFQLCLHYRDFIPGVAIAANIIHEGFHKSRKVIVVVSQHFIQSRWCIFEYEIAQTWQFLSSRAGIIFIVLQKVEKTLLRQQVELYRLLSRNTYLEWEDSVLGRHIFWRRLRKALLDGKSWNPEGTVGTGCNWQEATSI
Target sequence (Q99836 whole entry, looked up): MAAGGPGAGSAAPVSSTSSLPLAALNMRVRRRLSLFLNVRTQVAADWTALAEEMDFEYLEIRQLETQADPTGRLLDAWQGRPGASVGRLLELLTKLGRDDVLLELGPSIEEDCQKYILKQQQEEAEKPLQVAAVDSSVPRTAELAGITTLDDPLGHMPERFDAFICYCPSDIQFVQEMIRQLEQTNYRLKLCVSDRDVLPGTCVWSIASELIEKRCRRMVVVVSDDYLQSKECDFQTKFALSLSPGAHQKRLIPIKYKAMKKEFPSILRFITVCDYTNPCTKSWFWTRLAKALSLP
bIAP inh – bovine intestinal alkaline phosphatase inhibitors, primary screen, selectivity assay for TNAP inhibitor project, biochemical, bovine IAP, CDP-star luminescence; alkaline phosphatase, intestinal [Bos taurus]; 190,000 tested, under 10 active; inhibition, % at 20 µM; purified bovine IAP, 30 min;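 active = over 50% inhibition of intestinal alkaline phosphatase at 20 µM in the single-dose screen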
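System: Purified bovine intestinal alkaline phosphatase (IAP) enzyme | Input: IAP diluted 1/65,000,000 in the well | Also added: CDP-star chemiluminescent phosphatase substrate, 30 µM final | Dosing: 20 µM single dose | Times: Enzyme reaction for 30 min at room temperature | Detection: Luminescence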
DTT redox prof – compounds producing H2O2 with reducing agent – biochemical, NIH compound library profiling, artefact control for MLSCN library redox annotation, primary screen; DTT-dependent redox cycling H2O2, phenol red/HRP absorbance; 100% = 100 µM peroxide control, 0% = buffer; activation, % at 10 µM; actives 0.03% (n = 200,000);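 active = activation of at least 50% relative to the plate's high and low controls in the primary single-dose screen; inactive = activation below 50%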;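 note: compound incubated with DTT at 0.8 mM final as the reducing agent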
ROMK mod – ROMK potassium channel modulators, primary screen, cell-based, thallium flux, MLSMR library. Tet-inducible ROMK, thallium flux fluorescence; actives lie on both sides. B-score at 10 µM. actives 2% (n = 130,000);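 active = signal ratio slope over the read window, or its plate-corrected B-score, at least 3 SD from the plate mean, either direction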;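 note: B-score of the F/F0 ratio slope over 7 to 12 s after thallium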
L major viab – Leishmania major promastigote growth inhibition, primary screen; Leishmania major promastigotes, resazurin fluorescence viability; inhibition, % at 10 µM; actives 9% (n = 200,000); in the data active = inhibition above about 50%;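 note: promastigotes grown with compound for 44 hours at 28 °C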
SRC2 TRFRET art – TR-FRET signal artefacts, primary screen, artefact control for PPARgamma SRC-2 agonist project, biochemical. TR-FRET artefact counter-screen; hits give high values. TR-FRET ratio at 8 µM. actives 0.4% (n = 200,000); in the data active = TR-FRET ratio above about 2000; note: inactives centre near 1500
S1P3 antag – S1P3 receptor antagonists, primary screen, cell-based; CHO S1P3 NFAT-BLA reporter, FRET fluorescence, antagonist mode; actives 0.27% (n = 170,000); AID 485, 2006; inhibition, % at 4.98 µM;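 active = inhibition above the plate cutoff, the mean inhibition of test wells on that plate plus 3 SD, cut at about 28% in these data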;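 note: cells challenged with S1P at its EC80 of 0.8 µM; blue over green emission ratio from cleaved BLA substrate after 4 h stimulation; 0% = S1P-stimulated wells and 100% = unstimulated DMSO-only wells; some compounds past the cut are filed as inactive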
PPARg SRC-1 ag – PPARgamma agonists recruiting SRC-1 coactivator, primary screen, biochemical. activation, % at 8 µM. actives 0.41% (n = 200,000). AID 631, 2007. Peroxisome proliferator-activated receptor gamma (Homo sapiens), P37231. PPARgamma-SRC-1 coactivator recruitment biochemical assay; in the data active = activation above about 19%;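 note: 0% = DMSO and 100% = reference agonist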
Starred values were filed as active, the others as inactive; · = no result given.

| compound | PPARg SRC-2 ag | bIAP act | PPARg SRC-3 ag | TLR4 MyD88 comp | bIAP inh | DTT redox prof | ROMK mod | L major viab | SRC2 TRFRET art | S1P3 antag | PPARg SRC-1 ag |
| --- | --- | --- | --- | --- | --- | --- | --- | --- | --- | --- | --- |
| CCC1CCCCN1CCNC(=O)CCS(=O)(=O)c1ccc(Br)cc1 (stereo not drawn) | 3 | 0.9 | -1 | -4 | 8 | -6.0 | · | 29 | 1417 | · | 5 |
| O=C(N/N=C/c1cccnc1)C(O)c1ccccc1 (stereo not drawn) | 2 | 1 | -1 | -21 | -4 | 0.1 | · | -4 | 1487 | 11 | 1 |
| Cc1cc(/C=N/NC(N)=O)c(C)c(CO)c1 | 3 | 1 | -5 | 7 | 4 | 1.5 | · | -2 | 1516 | · | -3 |
| COc1cc(NC(=S)NC(=O)c2ccc(C(C)(C)C)cc2)ccc1NC(=O)c1cccs1 | 3 | 0.9 | 1 | 9 | 6 | 0.5 | · | 38 | 1538 | 17 | -1 |
| CC1CC(C)CN(CCOc2ccc(Br)cc2)C1 (stereo not drawn) | 15 | 0.4 | 5 | 8 | · | -0.6 | 0.26 | 82* | 1434 | -7 | 5 |
| CC(NC(=O)C1CC1)C(c1cccs1)N1CCN(c2ccccc2)CC1 (stereo not drawn) | -6 | 0.9 | 6 | -14 | 9 | -0.9 | · | -10 | 1619 | -5 | 7 |
| COC(=O)C1=C(NC(=O)CCCCl)CCS1 | 0 | 0.8 | 1 | -9 | 19 | 2.2 | · | -4 | 1326 | -18 | 3 |
| CC(=O)c1ccc(N=Nc2ccc(N(C)C)cc2)cc1 | 5 | 0.9 | 0 | 11 | 10 | 2.1 | -0.8 | -5 | 1436 | -3 | -3 |
| COc1cc(OC)c2nc(C)c3c(c2c1)N(c1ccc(O)cc1)CC3 | 6 | 1 | -6 | 3 | 0 | 0.4 | · | 99* | 1526 | · | 3 |
| CC1=C(C(=O)OC(C)C)C(c2cccnc2)n2ncnc2N1 (stereo not drawn) | 7 | 0.9 | 6 | -5 | 6 | -2.6 | · | 0 | 1574 | -10 | -1 |
| Cc1ccc(S(=O)(=O)Nc2ccc(Cl)cc2)cc1NC(=O)c1cc2c(s1)CCCC2 | -6 | 0.6 | -3 | 2 | 36 | 0.0 | · | 17 | 1581 | 3 | -2 |
| CCC(=O)Nc1cc(C(=O)OCC(=O)c2ccccc2Cl)ccc1C | 2 | 0.9 | 11 | 0 | 6 | -5.1 | · | -5 | 1526 | · | 1 |
| Cc1cccc(-n2c(CNC(=O)c3cccc([N+](=O)[O-])c3C)n[nH]c2=S)c1 | 2 | 1 | 5 | -1 | 4 | -0.2 | 0.31 | -6 | 1673 | 20 | 0 |
| Cc1ccc(N2C(=O)CC(NNC(=O)c3cccc(S(=O)(=O)N4CCCC4)c3)C2=O)cc1 (stereo not drawn) | -2 | 0.9 | 2 | 8 | 9 | 0.6 | 1.5 | 37 | 1767 | -7 | 0 |
| COc1cc2c(cc1OC)C(=S)NC1(CCCC1)C2 | -5 | 0.9 | 1 | -2 | 8 | -0.9 | 0.69 | -1 | 1448 | -4 | 6 |

Later entries
Every second line gives: PPARg SRC-2 ag, bIAP act, PPARg SRC-3 ag, TLR4 MyD88 comp, bIAP inh, DTT redox prof, ROMK mod, L major viab, SRC2 TRFRET art, S1P3 antag, PPARg SRC-1 ag
- CN(C)c1ccc(/C=N/NC(=O)C(O)(c2ccccc2)c2ccccc2)o1
  6, 1, 5, -7, 0, 1.3, ·, 9, 1690, ·, 14
- CN(CCc1ccccn1)C(=O)CC1C(=O)NCCN1Cc1ccc(-c2ccccc2)cc1 (stereo not drawn)
  5, 1.1, 3, -12, -12, -1.1, -0.89, 2, 1752, 3, 7
- Cc1c(NC(=O)c2c(F)c(F)c(F)c(F)c2F)c(=O)n(-c2ccccc2)n1C
  7, 0.9, 6, -2, 8, 0.4, ·, -8, 1612, -2, 4
- CC(NC(=O)c1ccc(=O)oc1)c1ccccc1 (stereo not drawn)
  6, 0.9, -1, 0, 8, -0.7, -0.39, -4, 1645, ·, 2
- CCOC(=O)c1sc(=S)n(-c2ccc(C)cc2)c1N
  -1, 0.9, 1, 4, 9, -0.2, 0.2, 13, 1438, 3, -2
- CCN(CC)S(=O)(=O)c1ccc(N2CCOCC2)c(NS(=O)(=O)c2cc(C(C)(C)C)ccc2C)c1
  0, 0.9, -2, 2, 14, 0.2, -1.4, 93*, 1554, 0, 2
- CC(C)CNC(=S)NNC(=O)c1csc2ccccc12
  14, 1, -10, -13, 0, 0.1, -1.5, -1, 1654, ·, 1
- CCc1nc2c(c(SC)nn2-c2ccccc2)c(N)c1C(=O)OC
  4, 0.9, 9, 6, 11, -7.6, ·, 9, 1512, ·, -3
- COc1ccc(N2CCN(CCOc3ccc4c(C)cc(=O)oc4c3)CC2)cc1
  0, 1, 4, -2, 1, 0.0, 0.36, -3, 1542, -5, 10
- CCn1c(Cc2ccccc2)nnc1SCC(=O)Nc1ccccc1O
  17, 1.1, 0, 8, -5, 0.1, -0.62, -2, 1522, -6, 10

Remaining list, next part.
Every second line gives: PPARg SRC-2 ag, bIAP act, PPARg SRC-3 ag, TLR4 MyD88 comp, bIAP inh, DTT redox prof, ROMK mod, L major viab, SRC2 TRFRET art, S1P3 antag, PPARg SRC-1 ag
- O=C(CCCCl)NC(=S)Nc1cc(C(F)(F)F)ccc1N1CCOCC1
  -3, 1.2, 2, 2, -20, 0.3, ·, -2, 1461, 0, -6
- CO/N=C(/CNC(=O)c1ccc(Cl)cc1Cl)c1ccc(Cl)cc1
  6, 1, 0, 2, -1, -7.9, 0.08, -1, 1403, ·, 3
- Cc1onc(-c2ccccc2Cl)c1C(=O)Nc1sc2c(c1C#N)CCC2
  6, 1.1, 1, 4, -6, 1.3, 1.6, 6, 1636, 17, 11
- CC1(c2ccc3noc(-c4ccccc4)c3c2)OCCO1
  6, 0.9, 2, 0, 9, -1.2, 0.25, -5, 1609, 10, 4
- Cc1cc(C)n(Cc2ccc(Cl)c(Cl)c2)c(=O)c1S(=O)(=O)c1ccccc1
  6, 0.9, -13, -4, 5, 1.7, ·, 2, 1496, ·, 1
- CCOC(=O)N/N=C/c1c(C)nn(-c2cccc(C(F)(F)F)c2)c1Cl
  8, 1.3, 6, -4, -31, -0.3, 1.9, 2, 1733, 11, 3
- CCC(C)(C(=O)Nc1ccccc1C)N(C(=O)CNC(C)=O)c1ccccc1C (stereo not drawn)
  -1, 1, -3, -7, -4, -0.2, 0.76, -4, 1611, 3, -2
- O=C(C1CCN(S(=O)(=O)c2ccc3c(c2)OCCO3)CC1)N1CCc2ccccc21
  4, 0.8, -6, -11, 15, 0.4, 0.11, -3, 1501, 10, 4
- CCOC(=O)C(Cc1ccccc1)c1ccnc2nc(N)nn12 (stereo not drawn)
  3, 1.1, 2, 7, -6, 0.1, -1.9, -6, 1582, -2, 4
- O=C(CSc1nnc(CNC(=O)c2ccccc2F)o1)NCC1CCCO1 (stereo not drawn)
  0, 1, 4, -5, 3, 0.0, 0.38, -5, 1544, ·, 3

Full records, looked up by structure. Order of values: PPARg SRC-2 ag | bIAP act | PPARg SRC-3 ag | TLR4 MyD88 comp | bIAP inh | DTT redox prof | ROMK mod | L major viab | SRC2 TRFRET art | S1P3 antag | PPARg SRC-1 ag
Cc1cccc(-n2c(CNC(=O)c3cccc([N+](=O)[O-])c3C)n[nH]c2=S)c1 is listed with 2 | 1 | 5 | -1 | 4 | -0.2 | 0.31 | -6 | 1673 | 20 | 0
CCC(C)(C(=O)Nc1ccccc1C)N(C(=O)CNC(C)=O)c1ccccc1C (stereo not drawn) is listed with -1 | 1 | -3 | -7 | -4 | -0.2 | 0.76 | -4 | 1611 | 3 | -2

Just PPARg SRC-1 ag and DTT redox prof (6 entries from above):
molecule | PPARg SRC-1 ag | DTT redox prof
CC1(c2ccc3noc(-c4ccccc4)c3c2)OCCO1 | 4 | -1.2
Cc1cc(C)n(Cc2ccc(Cl)c(Cl)c2)c(=O)c1S(=O)(=O)c1ccccc1 | 1 | 1.7
CCOC(=O)N/N=C/c1c(C)nn(-c2cccc(C(F)(F)F)c2)c1Cl | 3 | -0.3
CCC(C)(C(=O)Nc1ccccc1C)N(C(=O)CNC(C)=O)c1ccccc1C (stereo not drawn) | -2 | -0.2
O=C(C1CCN(S(=O)(=O)c2ccc3c(c2)OCCO3)CC1)N1CCc2ccccc21 | 4 | 0.4
CCOC(=O)C(Cc1ccccc1)c1ccnc2nc(N)nn12 (stereo not drawn) | 4 | 0.1

Carrying on.
Every second line gives: PPARg SRC-2 ag, bIAP act, PPARg SRC-3 ag, TLR4 MyD88 comp, bIAP inh, DTT redox prof, ROMK mod, L major viab, SRC2 TRFRET art, S1P3 antag, PPARg SRC-1 ag
- Cc1cc(=O)[nH]c(SCC(=O)N2CCC(C(N)=O)CC2)n1
  -1, 1, 2, -1, 5, -3.2, ·, -7, 1613, -22, 5
- OCCOc1ccc(C2=NCCO2)cc1
  13, 0.9, 7, 6, 13, 0.7, 0.18, -7, 1650, -14, 0
- COC(=O)C1SCC2C(=O)N(Cc3ccc(Cl)c(Cl)c3)CC(=O)N21 (stereo not drawn)
  -2, 1.1, -2, 9, -8, -2.8, 0.79, 7, 1769, 17, -8
- CCn1c(=O)c(=O)[nH]c2cc(C(=O)N3CCN(c4ccccc4F)CC3)ccc21
  -2, 0.9, -16, 3, 10, 1.9, -0.069, 8, 1359, -12, -8
- CC(=O)Nc1sc(N)nc1-c1ccccc1
  7, 1, 2, 0, 1, -0.6, ·, 34, 1668, -21, -2

Compound activity: PubChem BioAssay, several laboratories
